From PubChem
Akt phos inh = Akt phosphorylation inhibition | Neuro2A IGF-stimulated pAkt S473 HTRF, 20 min; active compounds read low | activity change, % for hits at 50 µM | actives 0.32% (n = 360,000); in the data active = activity change below about -80%; inconclusive = mostly about -51% to -80%; note: % is set by controls: 0 for no effect and ±100 for the full control effect
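Neuro2A cells in DMEM with 0.5% FBS, overnight at 37 deg C, given compound at single 50 µM final, then IGF (6 nM final) for 20 min at 37 deg C. Lysed; phospho-Akt Ser473 by HTRF after 24 h, 665/615 ratio.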
GLP-1R agonist = agonists of human GLP-1 receptor. HEK293 GLP-1R CRE-luciferase, luminescence, 4-6 h; cells express a hypersensitive GLP-1R form. actives 0.007% (n = 380,000). P43220. Potency, µM (doses to about 45.6 µM), for inactives: at the top dose activation, hits mostly activators. AID 624172; note: potency is the fitted concentration of half-maximal effect; % of control where 0% means no effect
Target sequence (P43220 whole entry, looked up): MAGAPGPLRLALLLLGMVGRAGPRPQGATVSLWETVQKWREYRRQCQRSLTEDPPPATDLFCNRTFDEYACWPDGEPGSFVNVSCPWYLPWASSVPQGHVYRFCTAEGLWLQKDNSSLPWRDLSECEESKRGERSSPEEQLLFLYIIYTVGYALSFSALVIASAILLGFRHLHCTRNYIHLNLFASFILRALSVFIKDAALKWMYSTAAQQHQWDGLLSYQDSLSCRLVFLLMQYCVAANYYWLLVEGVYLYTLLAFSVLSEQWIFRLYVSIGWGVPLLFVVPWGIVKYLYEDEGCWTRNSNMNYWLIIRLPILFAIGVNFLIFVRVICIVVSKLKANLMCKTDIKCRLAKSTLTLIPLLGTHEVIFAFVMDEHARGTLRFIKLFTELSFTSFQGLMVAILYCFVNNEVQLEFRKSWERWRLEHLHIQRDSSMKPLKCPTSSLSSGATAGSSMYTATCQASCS
Abeta yeast res = restores growth of yeast expressing A-beta42 peptide; Potency, µM (doses to about 46.1 µM), inactives show at the top dose growth rescue, usual class: activators; yeast expressing A-beta42, growth rescue, OD600, 48 h; response scale: 0% DMSO, 100% iron-clioquinol control; actives 0.063% (n = 410,000); note: potency is the fitted concentration of half-maximal effect; nearly all actives have a fitted effect of over 55% in size
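Growth rescue measured by 600 nm absorbance after 48 h yeast culture at 30 C with compound. Values normalized between DMSO and an equimolar ferric chloride plus clioquinol control.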
FUS yeast rescue = FUS proteinopathy suppression in yeast; Potency, µM (titrated, usually from 76.6 µM), for inactives: top-dose growth rescue (activation), usual class: activators; S. cerevisiae FUS-expressing, growth rescue, OD600, 24 h; actives 0.24% (n = 390,000);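 note: potency is the fitted concentration of half-maximal effect; plate controls were DMSO vehicle for no effect and reference control for full effect; nearly all actives have a fitted effect of over 55% in size; some results filed as inactive show a strong effect at the top dose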
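Toxicity suppression screen in FUS-yeast. Cells induced with 2% galactose, starting OD 0.005, treated 24hr at 30C with compounds at multiple final concentrations; growth by OD600.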
D3 antag = antagonists of human D3 dopamine receptor; P35462; D3R cells, DiscoveRx beta-arrestin luminescence, antagonist mode; active compounds read low; max response, negative = inhibition, %; actives 2.5% (n = 360,000); in the data active = max response below about -50%; inconclusive = no clear call, values can overlap the other calls; note: % is set by controls: 0 for no effect and ±100 for the full control effect; mostly tested at two doses, the higher about 12 µM
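Cells plated overnight at 1500 cells/well, then exposed to library compounds with dopamine controls for 90 minutes at 37 degrees C. DiscoveRx reagent added for 30–60 minutes at room temperature; luminescence read, quantitative HTS format.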
PTHR1 agonist = PTHR1 (human) receptor agonism. AID 743266. Q03431. Potency, µM (titrated, usually from 115 µM), for the others: at the highest dose activation, actives largely listed as activators. HEK293 GP2 PTHR1 cells, GloSensor cAMP luminescence, 1 h. actives 0.075% (n = 410,000); note: potency is the fitted concentration of half-maximal effect; nearly all actives have a fitted effect of over 55% in size; some results filed as inactive show a strong effect at the top dose; inactives centre near -15; many of its hits are not listed in these tables
Target sequence (Q03431 whole entry, looked up): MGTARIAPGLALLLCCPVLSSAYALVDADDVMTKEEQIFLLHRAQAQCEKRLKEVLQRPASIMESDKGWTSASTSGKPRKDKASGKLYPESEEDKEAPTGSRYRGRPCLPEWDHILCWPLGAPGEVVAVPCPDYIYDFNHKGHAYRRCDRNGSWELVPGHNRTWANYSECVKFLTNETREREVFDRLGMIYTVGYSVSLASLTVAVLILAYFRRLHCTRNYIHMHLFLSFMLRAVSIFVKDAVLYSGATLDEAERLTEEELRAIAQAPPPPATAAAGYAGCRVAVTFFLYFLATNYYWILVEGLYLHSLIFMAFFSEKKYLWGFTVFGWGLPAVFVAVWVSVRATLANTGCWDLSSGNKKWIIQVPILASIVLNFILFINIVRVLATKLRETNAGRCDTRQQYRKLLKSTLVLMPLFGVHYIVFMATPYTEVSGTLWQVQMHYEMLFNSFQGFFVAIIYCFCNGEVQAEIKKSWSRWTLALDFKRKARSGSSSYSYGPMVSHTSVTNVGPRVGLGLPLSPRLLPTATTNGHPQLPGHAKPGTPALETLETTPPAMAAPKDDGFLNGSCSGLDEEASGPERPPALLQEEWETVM
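HEK-293-derived GP2 cells expressing PTHR1 and a GloSensor cAMP reporter, 3,000/well, plated overnight, given luciferin plus IBMX (each 0.5 mM as added) for 1 h at 37 °C, then compound for 1 h at 37 °C. Luminescence was read after 15 min at room temperature.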
TDP-43 yeast inh = rescues yeast growth from TDP-43 toxicity; TDP-43 expressing yeast growth rescue, BacTiter-Glo, 24 h; Potency, µM (titrated, usually from 46.1 µM), without a hit: at the highest dose growth rescue (activation), hits mostly activators; actives 1.8% (n = 410,000); AID 652104; note: potency is the fitted concentration of half-maximal effect; % of control where 0% means no effect; nearly all actives have a fitted effect of over 50% in size
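Cell-based yeast growth screen: TDP-43 expression induced in galactose, inoculum OD600=0.02 after raffinose pregrowth to mid-log. Read-out BacTiter-Glo luminescence at 24 hr, 30 deg C; inhibition of toxicity seen as signal increase.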
GLP1R inv ag = GLP-1 receptor (human) inverse agonism | P43220 | HEK293 GLP-1R CRE-luciferase, luminescence, 24 h; GLP-1R form is constitutively active | Potency, µM (doses to about 38.3 µM), for inactives: top-dose activity change, negative = inhibition, hits mostly inhibitors | actives 1.6% (n = 410,000) | AID 624417; note: potency is the fitted concentration of half-maximal effect; % is set by controls: 0 for no effect and ±100 for the full control effect; nearly all actives have a fitted effect of over 55% in size
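Assay principle: reduced luminescence from a cAMP-responsive reporter in HEK293 cells co-expressing a constitutively active GLP-1R. Conditions: 24 hr compound incubation, 37 deg C, 5% CO2.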
aSyn rescue = alpha-synuclein toxicity inhibition in yeast | Yeast expressing alpha-synuclein, growth rescue, BacTiter-Glo, 24 h | Potency, µM (highest dose often 46.1 µM), without a hit: at the highest dose growth rescue (activation), usual class: activators | actives 0.14% (n = 370,000); note: potency is the fitted concentration of half-maximal effect; % of control where 0% means no effect; nearly all actives have a fitted effect of over 65% in size
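Rescue of yeast growth: cells expressing toxic alpha-synuclein, induced in galactose at OD600 0.02, incubated with compound 24 h at 30 C. ATP luminescence quantified growth; inhibitors of toxicity appear as activators.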
* marks the source's active call; other numbers are inactive results; i = inactive; ? = inconclusive; . = no result given; & = joins results of further samples; [ ] = remark or other dose. Unless noted, calls come from the whole dose curve; as a rule, active = well fitted curve in the direction sought with a large enough effect; inconclusive = small, poorly fitted or top-dose-only effect, or another doubt; inactive = no such curve, though single readings can be large; an effect the other way counts as inactive or inconclusive.

SMILES | Akt phos inh | GLP-1R agonist | Abeta yeast res | FUS yeast rescue | D3 antag | PTHR1 agonist | TDP-43 yeast inh | GLP1R inv ag | aSyn rescue
COc1ccc(C)cc1NC(=O)CO/N=C(\N)CC(=O)NC1CCCCC1 | i | -3.6% | 1.1% | . | 17.8 | i | 14.2% | 18.4% | -3.3%
Cc1ccc(/C=N/NC(=O)CCCOc2ccc(Cl)cc2Cl)cc1 | i | -1.5% | 13.9% | -6.0% | 7.9 | i | 13.4% | ? | 5.2%
COCCCNC(=O)CSc1nc2c(sc3ccccc32)c(=O)n1CCc1ccc(OC)c(OC)c1 | . | 0.3% | -5.4% | -12.7% | . | -8.5% | 12.3% | 2.1% | .
O=C(COc1ccc(F)cc1)Nc1nnc(S(=O)(=O)N2CCCC2)s1 | i | -5.1% | -3.5%&2.7% | 2.0%&-14.2% | -6.1 | -16.7%&-7.8% | 17.0%&13.6% | -10.3%&7.0% | -5.7%
COc1ccccc1N(CC(O)COc1ccccc1)S(=O)(=O)c1ccccc1 (stereo not given) | i | -3.8% | 2.2% | . | 2.6 | i | -10.4% | ? | -1.3%
C(=N\N(c1ccccc1)c1ccccc1)/c1ccccn1 | i | 20.6% | -17.0% | 35.7% | 4.0 | i | -6.2% | ? | 13.2%
Cc1ccc(C(=O)N/N=C/C2=Cc3ccccc3OC2C)cc1 (stereo not given) | i | 0.8% | -24.0% | 24.9% | -4.6 | -34.2%[inhibitor] | ? | ? | -18.8%
N#Cc1ccccc1N1CCN(C(=O)c2ccc(NC(=O)c3ccc(Br)o3)cc2)CC1 | i | 2.0% | 0.0% | 21.1% | -2.6 | -5.9% | 17.5% | 12.6% | 0.1%
O=C(Nc1cccc(-c2cccc(F)c2)c1)C1CCN(CC2CCOC2)CC1 (stereo not given) | i | 9.1% | 8.5% | 32.2% | ? | 8.3% | -12.7% | ? | -17.3%
COc1cccc(NC(=O)CN(C)C(=O)/C=C/c2ccc(S(=O)(=O)N3CCCCCC3)cc2)c1 | i | 18.1% | 2.2% | -2.6% | 1.4 | -20.9% | 16.4% | ? | -4.3%
CC/C(=N\O)c1ccc(O)c(OC)c1 | i | -7.5% | -4.1% | 2.0% | -3.4 | i | -15.6% | 0.0% | -4.8%
O=C(NC(=S)Nc1ccccc1Cl)c1csnn1 | i | 1.8% | -21.7% | 4.7% | -11.9 | -24.4% | ? | 10.1% | -12.6%
COc1ccccc1N1CCN(c2ccc(-c3nc(-c4ccccc4)no3)cc2[N+](=O)[O-])CC1 | . | . | -8.6% | 2.2% | . | -33.8%[inhibitor] | 0.2% | 12.1% | .
COc1ccc(C(=O)NCc2nnc(SCC(=O)Nc3nc4ccccc4s3)o2)cc1 | i | 1.7% | 27.3% | . | 0.0 | i | 10.8% | -17.1% | 3.8%
COCCNC(=O)C(c1ccc(F)cc1)N(Cc1ccco1)C(=O)CCC(=O)Nc1ccccn1 (stereo not given) | i | 6.0% | 10.5% | 1.1% | 4.8 | -14.5% | -3.1% | 1.8% | -0.5%
COCc1cc(C)n(CC(=O)Nc2ccccc2OC)c(=O)c1C#N | i | 9.7% | 1.8% | -4.4% | 6.3 | 0.6%[57.5 µM] | 7.4% | -17.3% | -4.2%
COc1ccc(NC(=O)c2c(NC(=O)CNCc3ccco3)sc3c2CCC3)c(OC)c1 | i | 4.8% | -5.6% | 22.8% | -2.3 | -12.3%[57.5 µM] | -2.5% | 36.8%[activator] | -1.6%
CCOC(=O)C1=C(C#N)C(C(=O)OCC)c2ncccc21 (stereo not given) | i | -0.5% | -9.1% | -16.4% | 9.0 | -3.1% | 29.6% | 36.7%[activator] | 8.6%
Cc1ccccc1NS(=O)(=O)c1cc(C(=O)Nc2cccnc2)ccc1C | i | -2.5% | 15.9% | 2.5% | -5.3 | -2.0% | 12.9% | -19.2% | 1.4%
CCN1CCN(S(=O)(=O)CC2(C)C3CCC2(C)C(=O)C3Br)CC1 (stereo not given) | i | 1.6% | 2.1% | -4.2% | 2.6 | -24.5% | 23.1% | 22.2% | 1.5%
Cc1ccnc(NC(=O)c2ccoc2C)c1 | i | 3.7% | -21.9% | 7.2% | -9.2 | -1.7% | -1.6% | 13.7% | -19.9%
CC(=O)CCn1c(=O)n(CCC(C)=O)c(=O)n(CCC(C)=O)c1=O | i | -8.0% | -4.4% | 9.3% | 5.3 | -22.5%[57.5 µM] | -3.8% | -0.4% | 0.9%
Cc1ccc2c(CN(C)Cc3ccccc3)cc(=O)oc2c1C | i | 23.0% | 17.2% | 6.7% | 8.7 | -36.4%[inhibitor] | ? | ? | 5.6%
Nc1nonc1-n1nnc(C(=O)N/N=C/c2cccc(Cl)c2)c1-c1ccc2c(c1)OCO2 | i | 3.7% | 10.5% | 11.0% | 6.3 | -2.9% | -8.3% | -5.1% | -0.3%
Cc1nc(CSc2nnc(N)s2)cs1 | i | 4.7% | 21.0% | 5.9% | 2.6 | -24.4% | -1.3% | 14.3% | -0.8%
O=C(O)C1CCCN(S(=O)(=O)c2ccccc2)C1 (stereo not given) | i | -0.4% | 0.8% | 16.2% | -5.9 | i | -29.7% | ? | -6.5%
Cc1cc(Nc2ccccc2C)n2nc(Cc3ccc(Cl)cc3)nc2n1 | . | . | -7.1% | 36.2% | . | -1.8% | 17.8µM* | 0.0% | .
Cn1cc(CN2CCC(C(=O)N3CCCCC3)CC2)c(-c2ccccc2F)n1 | i | 1.9% | -17.6% | 7.2% | -6.6 | -39.9%[inhibitor] | -21.1% | 2.6% | 1.5%
Cc1ccccc1OCC(=O)N/N=C/c1ccc2c(c1)OCCO2 | i | 0.0% | 6.0% | . | -9.1 | -25.0% | -7.1% | ? | 0.8%
CCCCCOc1ccc(NC(=O)CSc2cccc3cccnc23)cc1 | i | 16.5% | -0.6% | -0.7% | -12.7 | -2.8% | 3.0% | ? | 2.4%
O=C(Nc1ccc(F)cc1)C1CCN(S(=O)(=O)c2cccc3nonc23)CC1 | i | 12.8% | -26.2% | 0.7% | -10.6 | -12.9% | -16.1% | -25.5% | -0.8%
COc1ccc(/C=N/NC(=O)CCc2c(C)n[nH]c2C)cc1OC | i | 11.9% | -7.6% | 30.6% | 11.0 | -7.6%[57.5 µM] | 20.4% | 47.5%[activator] | -0.2%
COc1cc2ncnc(NCc3cccc(F)c3F)c2cc1OC | i | 21.3% | -7.6% | -25.3% | 5.0 | -17.5% | 9.9% | 35.7%[activator] | 1.1%
O=C1NNC(c2ccccc2)=N/C1=C\c1ccc(Cl)cc1 | i | 4.9% | 12.1% | 5.1% | -5.9 | i | 9.3% | -24.5% | 0.2%
CCCCn1c(=O)[nH]c(=O)c2c1nc(-c1ccccc1F)n2Cc1ccccc1OC | i | 13.5% | -0.1% | 29.1% | 9.6 | i | -22.1% | ? | -2.6%
COc1cc2c(cc1OC)CN(C1CCC(C)CC1)CC2 (stereo not given) | i | -3.8% | -2.8% | -5.5% | -3.0 | -11.8% | 2.5% | 17.0% | 0.5%
c1ccc(-c2nnc(-c3ccccc3)nn2)cc1 | i | 9.2% | 4.6% | -2.2% | -5.1 | -20.3% | 1.9% | 38.1%[activator] | -2.0%
Cc1ccc(/C=C2\SC(=S)N(CCC(=O)N3CCCCC3)C2=O)cc1 | i | 1.4% | 5.6% | 12.8% | 2.0 | i | 13.6% | -23.8% | 0.1%
O=C(NCC1CCCO1)NC12CC3CC(CC(C3)C1)C2 (stereo not given) | i | -5.1% | 6.2% | -4.3% | -6.1 | -8.8%[57.5 µM] | -13.1% | 1.3% | 1.4%
CC(=O)NC(=S)Nc1cccc2ccc(C)nc12 | i | 6.2% | 8.8% | -2.2% | 12.8 | i | ? | 9.2% | 4.0%

2 compounds picked at random from those above, as already listed:
SMILES | Akt phos inh | GLP-1R agonist | Abeta yeast res | FUS yeast rescue | D3 antag | PTHR1 agonist | TDP-43 yeast inh | GLP1R inv ag | aSyn rescue
O=C1NNC(c2ccccc2)=N/C1=C\c1ccc(Cl)cc1 | i | 4.9% | 12.1% | 5.1% | -5.9 | i | 9.3% | -24.5% | 0.2%
Nc1nonc1-n1nnc(C(=O)N/N=C/c2cccc(Cl)c2)c1-c1ccc2c(c1)OCO2 | i | 3.7% | 10.5% | 11.0% | 6.3 | -2.9% | -8.3% | -5.1% | -0.3%

Next section:
SMILES | Akt phos inh | GLP-1R agonist | Abeta yeast res | FUS yeast rescue | D3 antag | PTHR1 agonist | TDP-43 yeast inh | GLP1R inv ag | aSyn rescue
Cc1ncoc1C(=O)N1CCc2c([nH]c3ccccc23)C1C(C)(C)C (stereo not given) | i | 1.6% | 9.0% | 30.3% | 17.3 | -11.8% | 24.0% | -27.3% | 2.6%
Cn1c(N)c(N2CCCCC2)c(=O)n(CC(=O)Nc2ccc(Cl)c(Cl)c2)c1=O | i | -18.2% | -0.5% | 43.6% | 0.0 | 14.2%[57.5 µM] | -5.6% | -77.0% | 0.8%
CCc1c(C)nc(N2CCOCC2)[nH]c1=O | i | -2.3% | 11.2% | -11.9% | -10.3 | i | -3.5% | -2.0% | -3.9%
CCOC(=O)CSC1=C(C#N)C(c2sccc2C)C(C(C)=O)=C(C)N1 (stereo not given) | i | 9.7% | -19.4% | 9.8% | -13.1 | -30.7%[inhibitor] | 0.0% | 4.1% | -1.3%
O=C(Nc1ccccc1C(=O)Nc1ccccn1)c1cccc([N+](=O)[O-])c1 | i | 15.2% | 11.7% | 20.5% | 3.0 | 4.5% | 27.0% | 0.9% | -2.2%
COc1ccc(-n2sc3ccc(F)cc3c2=O)cc1 | i | -3.1% | -46.0%[inhibitor] | -5.4% | -55.4* | -92.1% | -92.8%[inhibitor] | ? | -81.8%[inhibitor]
O=C(/C=C/c1ccc2c(c1)OCO2)Nc1nc(-c2ccccc2)cs1 | i | -15.3% | -24.6% | 2.2% | 16.8 | -14.8%[57.5 µM] | -6.4% | ? | -12.3%

These rows are one share of the data; count on the stated rates, not on these rows.
